# High-throughput results deposited in PubChem BioAssay by several laboratories.
# eIF4E-4G inh: blocks eIF4E binding to eIF4G; actives 0.37% (n = 220,000); inhibition, % at 21.7 µM; P63073+Q04637; TR-FRET eIF4E-eIF4GI(517-606) binding, 2 h;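 active means inhibition above about 30%, limit read from the data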;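 further: 0% = full FRET control wells and 100% = background wells lacking eIF4GI fragment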
# S1P4 antagonist: human S1P4 receptor antagonism; O95977; S1P4-expressing cells, antagonist mode, reporter read-out; inhibition, % at 4.98 µM; actives 0.26% (n = 220,000); AID 1510; in the data active means inhibition above about 29%;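 further: 0% = wells stimulated with agonist and 100% = vehicle wells without agonist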
# Target sequence (O95977 whole entry, looked up): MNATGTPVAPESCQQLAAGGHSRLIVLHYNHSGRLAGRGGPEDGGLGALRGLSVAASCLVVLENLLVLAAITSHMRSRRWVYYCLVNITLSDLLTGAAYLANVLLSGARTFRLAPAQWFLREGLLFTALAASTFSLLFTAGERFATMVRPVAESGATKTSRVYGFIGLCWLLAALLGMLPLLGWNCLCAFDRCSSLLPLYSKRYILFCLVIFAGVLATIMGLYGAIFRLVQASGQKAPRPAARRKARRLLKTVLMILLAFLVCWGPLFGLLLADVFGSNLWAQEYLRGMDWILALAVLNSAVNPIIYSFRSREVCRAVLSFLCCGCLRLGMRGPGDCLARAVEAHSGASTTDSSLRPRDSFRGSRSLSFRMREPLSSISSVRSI
# S1P4 ag: agonists of human S1P4 receptor; S1P4-expressing cell line, agonist reporter assay; activation, % at 4.98 µM; O95977; actives 0.35% (n = 220,000); AID 1509; in the data active means activation above about 11%;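 further: 0% = DMSO vehicle and 100% = reference agonist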
# NPY2 pot ag: human NPY-Y2 potentiation or agonism, primary screen; cells expressing NPY-Y2, potentiator/agonist read-out; activation, % at 3.6 µM; actives 0.45% (n = 220,000); AID 1359; in the data active means activation above about 27%;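 further: cells stimulated with NPY near EC25 plus isoproterenol at EC100; 0% = vehicle plus submaximal agonist and 100% = vehicle plus saturating agonist; some results beyond the cut were filed as inactive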
# Target sequence (P49146 whole entry, looked up): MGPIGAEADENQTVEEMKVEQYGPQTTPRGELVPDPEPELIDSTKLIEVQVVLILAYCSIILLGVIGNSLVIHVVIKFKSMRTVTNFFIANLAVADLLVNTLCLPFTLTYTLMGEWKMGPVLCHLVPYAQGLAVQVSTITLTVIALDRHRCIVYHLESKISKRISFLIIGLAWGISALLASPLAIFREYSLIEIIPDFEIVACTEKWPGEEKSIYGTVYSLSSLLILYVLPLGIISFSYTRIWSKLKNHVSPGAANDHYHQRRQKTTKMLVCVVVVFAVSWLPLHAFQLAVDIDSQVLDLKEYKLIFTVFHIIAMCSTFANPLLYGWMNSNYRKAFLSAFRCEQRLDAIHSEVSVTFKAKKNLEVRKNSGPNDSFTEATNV
# Wee1 degr inh: human Wee1 degradation inhibition, primary screen | P30291 | HeLa Luc-Wee1K328M stability, luciferase luminescence; 100% = proteasome inhibitor MG132 effect | reporter increase, % at 5 µM | actives 1.2% (n = 220,000);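 active means activation above the mean of all tested compounds plus 3 SD, set per screening run, cut at about 8.8% in these data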;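 further: cells exposed to compound for 20 h before luminescence read; 0% = DMSO alone and 100% = MG132 at 30 µM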
# Mdm2 ligase inh: Mdm2 E3 ligase (human) inhibition | Q00987 | cell-based MDM2 ubiquitination luciferase reporter, 2 h; 0 = plate control, 100 = twice control, blank-subtracted | signal enhancement, % at 5 µM | actives 0.11% (n = 210,000) | AID 1230;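 active means signal enhancement of 30% or more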;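 further: luminescence tracks abundance of the self-degrading MDM2-luciferase fusion protein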
#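 Buffer or medium: Cells held in DMEM | Assay system: Stable mammalian line carrying autodegrading MDM2–luciferase fusion reporter | Quantity: 2000 cells/well | Times: 4 h settle plus 2 h compound, 37 °C | Doses: One concentration, 5 µM, with 0.2% DMSO | Technique: Luminescence with SteadyLite reagent, 15 min at room temperature | Benchmarks: Plate controls and plate blanks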
# Ba/F3 V617F tox: reduce viability of Ba/F3 cells dependent on JAK2V617F; Ba/F3 EpoR-JAK2V617F viability, ATP luminescence; inhibition, % at 5.6 µM; actives 1.1% (n = 220,000);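 active means inhibition above the campaign mean plus 3 SD over all tested compounds, cut at about 24% in these data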;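 further: cytokine-independent growth of Ba/F3 cells driven by EpoR plus mutant JAK2; 0% = DMSO-treated cells and 100% = JAK inhibitor I control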
# PERK inh: inhibitors of human PERK kinase; Q9NZJ5; CHO PERK-DD fusion, SEAP luminescence translation reporter; inhibition, % at 5.6 µM; actives 0.17% (n = 220,000);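 active means inhibition above the mean inhibition of all tested compounds plus 3 SD, set separately per screening campaign, cut at about 2.9% in these data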;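 further: PERK kinase domain activated by AP20187 dimerizer at 100 nM; 0% = DMSO with dimerizer and 100% = rapamycin at 8.4 µM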
# BaF3 tox: parental Ba/F3 viability inhibition as JAK2V617F counter-screen. CellTiter-Glo ATP luminescence. inhibition, % at 5.6 µM. actives 1.1% (n = 220,000);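 active means inhibition above a per-campaign cutoff, the mean inhibition of all tested compounds plus 3 SD, cut at about 27% in these data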;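 further: 0% = DMSO wells and 100% = JAK Inhibitor I control wells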
# An asterisk follows results filed as active; nt = not tested or not shown; [ ] = another dose, or the depositor's remark.
SMILES,eIF4E-4G inh,S1P4 antagonist,S1P4 ag,NPY2 pot ag,Wee1 degr inh,Mdm2 ligase inh,Ba/F3 V617F tox,PERK inh,BaF3 tox
CCCCC(=O)Nc1ccc(NC(=S)NC(=O)CC(C)C)cc1OC,16,5,0.5,-4,4,17,3,0.7,5
CC(=O)N1CCN(S(=O)(=O)c2cccc(C(=O)Nc3nc4c(s3)CCCC4)c2)CC1,4,-3,-2.0,-9,-1,-14,0,-0.6,4
Cc1cc(NC(=O)C(=O)NCc2cccc(Cl)c2)no1,4,9,-1.6,-11,-3,-11,-2,0.3,0
COc1cc(C(Nc2ccc(S(=O)(=O)N3CCC(C)CC3)cc2)C(=O)NCC2CCCO2)cc(OC)c1OC (centres undefined),0,7,2.3,-3,0,0,3,-0.4,6
CCC(Oc1ccccc1)C(=O)N1CCN(C(=O)C(CC)Oc2ccccc2)CC1 (centres undefined),-2,-12,1.7,13,-1,-8,-2,-1.3,2
C=CCn1c(C)cc(C(=O)COC(=O)c2ccc(N)c([N+](=O)[O-])c2)c1C,-2,-5,0.7,14,2,4,-1,1.7,3
CCOc1ccccc1NC(=O)N1CCC(n2nnc3cc(C)ccc32)CC1,-5,-1,-1.9,9,-3,8,1,-0.6,6
COc1cccc(-c2csc(N3CCN(CC(=O)NNC(=O)c4ccc(Br)cc4)CC3)n2)c1,-4,-12,-0.5,-3,6,-12,3,-1.4,2
NS(=O)(=O)c1ccc(NC(=O)/C=C/c2ccccc2[N+](=O)[O-])cc1,1,9,1.4,-9,0,0,7,1.0,6
CCOC(=O)C1CCCN(C(=O)CN2C(=O)C(CC)Oc3ccc(C)cc32)C1 (centres undefined),2,-14,-0.4,3,-3,-21,-2,-0.2,-3
COc1ccc(-c2ccc(SCC(=O)c3ccccc3)nn2)cc1OC,-2,-14,1.6,-16,1,4,1,0.5,3
CCCc1nc(C)c(-c2ccc(OC)c(OC)c2)c(=O)[nH]1,3,-10,-2.0,0,4,-8,-2,1.0,0
O=C(Nc1ccccc1)Nc1sccc1-c1nc2ccccc2s1,0,-10,0.8,-12,1,-3,0,-0.8,0
O=C(O)CC(CC(=O)Nc1ccc2ccccc2n1)c1ccccc1 (centres undefined),0,-4,-0.9,-7,0,-4,-2,1.1,0
CCCOC(=O)c1ccc(OCC(O)CN2CCN(C(=O)c3ccccc3)CC2)cc1 (centres undefined),34*,-14,0.4,-1,1,-13,-5,-0.4,-1
CCCOc1c(OC)cccc1C1CC(=O)Nc2cc3c(cc21)OCO3 (centres undefined),0,-8,1.5,10,0,-25,0,-0.3,1
COc1cccc(/C=C2/SC(=S)N(CC(=O)Nc3nnc(C)s3)C2=O)c1,-4[fluorescence artefact?],3,1.1,2,-1,nt,-4,1.4,4
CCCc1cc2c(cc1NC(=O)c1ccc(C)cc1)OCO2,0,19,0.4,-7,-3,-6,-1,0.1,-2
NS(=O)(=O)c1ccc(NC(=O)COC(=O)c2ccc(Cl)cc2[N+](=O)[O-])cc1,8,-3,0.3,5,11*,-6,-5,1.1,-5
Cc1nn(C)c(C(=O)N2CCN(C(=O)c3ccco3)CC2)c1[N+](=O)[O-],5,2,-0.2,-6,-3,5,3,0.8,8
O=C(O)c1ccc(NCc2cccnc2)cc1,3,-12,-1.0,5,-1,-9,0,-0.1,5
CC1CC(C)(C)OC(C[N+]2(C)CCCCC2)O1 (centres undefined),-1,-4,1.1,-3,0,1,8,0.0,12
COc1cc(/C=N/N2CCN(c3ccccc3OC)CC2)ccc1O,1,-19,1.3,-3,-2,-7,2,0.1,2
O=C(NNc1nc2cc3c(cc2s1)OCCO3)c1ccc(F)cc1,-3,-12,0.2,-11,-1,-12,0,-0.1,4
Cc1ccc(NC(=O)CSc2nnc(-c3ccncc3)o2)cc1C,2,3,3.1,5,-2,-10,2,0.9,-2
C[n+]1ccc(C(=O)N/N=C/c2ccco2)cc1,-1[fluorescence artefact?],-12,0.8,15,0,1,-2,0.9,3
COC(=O)c1ccc(NC(=O)CSc2nncn2C)cc1,-1,-12,0.5,0,0,-15,-4,0.1,-1
COc1ccc(S(=O)(=O)N2CCCCCC2)cc1C(=O)OCc1c(C)noc1C,1,-12,0.3,6,-1,-16,5,-1.7,8
COCCNC(=O)CNC(=O)c1nn(-c2ccc(OC)c(Cl)c2)c(=O)c2ccccc12,6,-23,3.4,-11,-1,-3,-2,-0.2,2
CCCc1nnc2n1N=C(c1ccc(OC)c(OC)c1)CS2,3,-9,0.6,-6,-4,-7,4,0.0,8
O=C(Nc1nccs1)c1ccc(S(=O)(=O)N2CCCCC2)cc1,-2,-15,-0.8,11,4,-16,-4,-0.4,2
Cc1cccc(C2c3[nH]c4ccccc4c3CCN2C(=O)Cc2nc(-c3ccccc3)n[nH]2)n1 (centres undefined),0,10,-0.1,27,2,-14,4,-0.9,8
Cc1ccc(NS(=O)(=O)c2ccc(Cl)c(NC(=S)NC(=O)C3CCCCC3)c2)cc1Cl,-7,-7,1.0,-22,-3,10,6,-0.7,0
CCc1ccc(/C=N/NC(=O)c2cc(C)on2)s1,-2,-16,-1.9,8,2,-1,-2,0.3,7
COCCn1c(SCC(=O)N2CCCC2)nnc1C(C)C,-1[fluorescence artefact?],9,0.4,-7,-4,-2,2,2.2,0
COc1ccc(CCNC(=O)c2cnc3scc(C)n3c2=O)cc1OC,5,-1,-1.6,-8,-1,-6,-2,0.0,6
Cc1ccc(CN2C(=O)NC(Cc3c[nH]c4ccccc34)C2=O)cc1 (centres undefined),-6,0,-2.0,2,3,-2,0,0.4,-2
CCC(C)NS(=O)(=O)c1ccc(OCC(=O)NCc2ccc3c(c2)OCO3)cc1 (centres undefined),-2[fluorescence artefact?],-13,-1.1,-8,0,-12,1,-0.5,6
CC(C)c1nnc(NC(=O)COc2ccccc2[N+](=O)[O-])s1,-1,5,3.0,-11,23*,6,0,2.0,0
CCOC(=O)c1[nH]c(C)c(C(=O)NCc2ccc(C)cc2)c1C,-4,-10,-1.1,10,-3,-3,-2,-1.1,1

# Single records, from the list above. Order of values: eIF4E-4G inh, S1P4 antagonist, S1P4 ag, NPY2 pot ag, Wee1 degr inh, Mdm2 ligase inh, Ba/F3 V617F tox, PERK inh, BaF3 tox
# Profile of CC(C)c1nnc(NC(=O)COc2ccccc2[N+](=O)[O-])s1 → -1, 5, 3.0, -11, 23*, 6, 0, 2.0, 0
# Profile of O=C(Nc1nccs1)c1ccc(S(=O)(=O)N2CCCCC2)cc1 → -2, -15, -0.8, 11, 4, -16, -4, -0.4, 2
# Profile of Cc1cccc(C2c3[nH]c4ccccc4c3CCN2C(=O)Cc2nc(-c3ccccc3)n[nH]2)n1 (centres undefined) → 0, 10, -0.1, 27, 2, -14, 4, -0.9, 8

# Later entries
SMILES,eIF4E-4G inh,S1P4 antagonist,S1P4 ag,NPY2 pot ag,Wee1 degr inh,Mdm2 ligase inh,Ba/F3 V617F tox,PERK inh,BaF3 tox
O=C(COC(=O)C1CC1)Nc1ccc2c(c1)OCO2,2,-11,-1.2,3,-1,-10,4,-0.5,4
N=C1C(=O)OCC1c1ccccc1NC(=O)c1ccccc1 (centres undefined),-3,-30,0.6,14,0,-3,1,-0.2,2
COc1ccc(N2CCN(CC(O)COc3ccc4c(c3)CCC4)CC2)cc1 (centres undefined),14,-2,-1.9,-7,0,-5,-3,-1.1,3
Nc1nc(-c2cccnc2)nc2sc3c(c12)CCCC3,5,-14,-0.5,-4,-1,7,0,0.1,8
O=C(c1cccc([N+](=O)[O-])c1)N1CCN(c2ccccn2)CC1,2,6,-0.1,7,0,-22,0,0.7,6
Cc1cc(N2CCOCC2)ccc1/C=C\[N+](=O)[O-],1[fluorescence artefact?],39*,-2.2,13,-1,-5,1,0.4,1
C(=C\c1ccccc1)/CN1CCN(Cc2ccc3c(c2)OCCO3)CC1,0,-21,1.8,-20,0,-3,2,-0.8,3
O=C(O)c1ccc(Oc2c(C(F)(F)F)oc3cc(O)ccc3c2=O)cc1,1,-12,0.9,39*,-3,6,1,0.9,4
COc1ccc(N(CC(=O)NN=C2CCCC2)S(=O)(=O)c2ccccc2)cc1Cl,-2,-6,0.3,2,6,-8,-1,-0.1,0
CCCn1c(SCC(=O)Nc2c(CC)cccc2CC)nnc1C(C)C,nt,-11,-0.4,-3,3,5,5,-0.7,3
O=C(CNC1CCCCCC1)Nc1ccccc1N1CCCCC1,6,-8,0.9,-11,8.9*,-7,-4,-0.3,-2
COc1cc(OC)cc(C(=O)N[C@H](C(=O)Nc2nnc(C3CC3)s2)C(C)C)c1,1,-14,-0.1,8,6,-10,3,-1.1,5
COc1ccc(CCNC(=O)CS(=O)(=O)c2cn(CC(=O)N3CCCC3)c3ccccc23)cc1OC,1,-3,1.9,1,-2,0,2,-0.4,7
Cc1ccnc(SCC(=O)n2c3c(c4ccccc42)CC(C)CC3)n1 (centres undefined),-5,-30,1.2,-21,-3,-1,-2,0.4,-2
CCOC(=O)C1CCN(S(=O)(=O)c2cccc3nonc23)CC1,-11,-3,-0.1,-2,0,-4,1,0.8,5
CC1(C)CC(=O)C(C=NCCN2CCN(C(=S)Nc3ccc(F)cc3)CC2)=C(O)C1,-10,-7,0.2,-13,3,-11,37*,-1.0,5
CCOC(=O)c1[nH]c2ccc(OC)cc2c1NC(=S)N1CCN(c2ccc(F)cc2)CC1,0,-10,-2.6,-1,6,-3,4,-0.3,8
CCC(Sc1nc(N)cc(=O)[nH]1)C(=O)NC(C(=O)OC)c1ccccc1 (centres undefined),3,6,-0.5,6,2,-1,3,-0.5,4
CCOc1ccc2c(c1)C(c1ccc(C)cc1)=NNC(c1ccc(C)cc1)=N2,-1,-16,0.0,-6,1,-7,-2,-0.1,0
CC(=O)Oc1ccc(N(C(C)=O)S(=O)(=O)c2cccs2)c2ccccc12,-4,-10,-0.6,6,1,-24,0,0.7,8
Cc1cccc(C)c1NC(=O)N1CCC(n2cnc3ccccc32)CC1,11,-5,1.3,-5,-1,-18,-1,-0.3,4
Nc1nc(COc2ccc(F)cc2Cl)nc(N2CCCCC2)n1,2,-2,2.8,1,0,21,2,0.2,7
CC(C)=C1SC(N2CCN(c3cccc(C(F)(F)F)c3)CC2)=NC1=O,2,-4,1.2,10,-3,30*,-3,0.4,0
COCCNC(C(=O)Nc1ccc([N+](=O)[O-])cc1Br)c1ccccc1 (centres undefined),-4[fluorescence artefact?],-17,-0.2,6,5,-1,0,-0.8,5
CCOc1cc(/C=N/NC(=O)C(=O)Nc2cc(Cl)ccc2C)ccc1O,3,-20,-0.8,10,5,-6,-2,1.2,0
Cc1csc(CCc2nc(C)cs2)n1,2,-17,-0.1,3,-1,-4,0,1.3,4
O=C(NCc1ccccn1)C1CCN(Cc2cnn(-c3ccccc3)c2-n2cccc2)CC1,-8,-36,0.6,-3,-2,1,3,-1.8,6
O=C(NCCc1ccccc1F)[C@@H]1CSC2c3ccccc3C(=O)N21 (some centres undefined),-6[fluorescence artefact?],0,-1.0,-3,-2,-9,5,0.2,7
CCC(C(=O)NC1CCCC1)N(Cc1cccs1)C(=O)Cn1nnc(-c2ccc(OC)c(OC)c2)n1 (centres undefined),0[fluorescence artefact?],7,0.4,-28,-1,nt,5,-1.8,11
COCCCNC(=O)CSc1ccc(Cl)cc1,-5[fluorescence artefact?],2,1.4,11,-3,-3,-1,0.7,1
